# GLD-1 RNA inh = GLD-1-TGE RNA interaction inhibition (C. elegans); inhibition, % at 5.96 µM; purified GLD-1 + fluorescein TGE RNA, fluorescence polarization; Q17339; 0.44% of 320,000 active; AID 2280;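 active means percent inhibition above a per-plate cutoff, the plate mean of test compounds plus 3 SD, cut at about 30% in these data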;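 further: 0% = DMSO wells with GLD-1 and probe and 100% = wells lacking GLD-1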
# PAD4 FP inh = PAD4 (human) enzyme inhibition. 0.41% of 330,000 active. inhibition, % at 6.36 µM. Q9UM07. recombinant PAD4, RCA probe fluorescence polarization;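 active means percent inhibition above a cutoff equal to the mean of all tested compounds plus 3 SD, cut at about 15% in these data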;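 further: 0% = PAD4 with RCA probe and DMSO and 100% = probe without PAD4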
# PME-1 inh = blocks human protein phosphatase methylesterase 1; Q9Y570; recombinant PME-1, FP-Rh probe fluorescence polarization; inhibition, % at 5.9 µM; 0.53% of 320,000 active; AID 2130;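 active means inhibition above the campaign mean of all compounds plus 3 SD, cut at about 26% in these data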;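 further: competitive labeling of PME-1 active site by serine hydrolase directed probe; 0% = PME-1 with DMSO and 100% = wells lacking PME-1 enzyme; inhibitors block probe labeling so polarization falls and inhibition rises; many of its hits are not listed in these tables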
# Target sequence (Q9Y570 whole entry, looked up): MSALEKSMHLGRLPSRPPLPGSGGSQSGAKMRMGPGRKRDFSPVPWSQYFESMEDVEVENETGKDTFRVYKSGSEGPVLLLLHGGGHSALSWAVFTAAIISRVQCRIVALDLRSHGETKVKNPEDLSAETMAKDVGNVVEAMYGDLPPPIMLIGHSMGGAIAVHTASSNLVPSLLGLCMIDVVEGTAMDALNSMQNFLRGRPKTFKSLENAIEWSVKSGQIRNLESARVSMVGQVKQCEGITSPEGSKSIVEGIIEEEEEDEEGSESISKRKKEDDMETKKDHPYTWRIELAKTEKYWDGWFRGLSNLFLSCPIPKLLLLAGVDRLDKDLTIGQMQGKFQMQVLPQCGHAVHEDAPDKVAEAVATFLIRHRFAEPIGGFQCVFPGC
# Fam108B inh = Fam108B inhibition, counter-screen for RBBP9 inhibitors; recombinant Fam108B, FP-Rh probe fluorescence polarization; AID 1947; 0.33% of 300,000 active; inhibition, % at 9.51 µM;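 active means inhibition above the screen mean inhibition plus 3 SD, computed separately per campaign, cut at about 18% in these data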;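 further: inhibitors lower polarization as less probe binds the enzyme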
# TPT1 inhibitor = inhibitors of Candida albicans tRNA 2'-phosphotransferase TPT1; recombinant caTPT1, FP RNA substrate dephosphorylation; inhibition, % at 5 µM; 0.81% of 300,000 active;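 active means inhibition above the mean of all tested compounds plus 3 SD, set per screening campaign, cut at about 24% in these data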;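 further: plate controls were DMSO alone for no effect and ferristatin control at 100 nM for full effect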
# BCLXL inh = blocks human Bcl-xL binding to Bim BH3 peptide. inhibition, % at 10.9 µM. 0.7% of 320,000 active. Q07817. GST-Bcl-xL / FITC-Bim BH3 peptide fluorescence polarization;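 active means inhibition above the mean of all tested compounds plus 3 SD, cutoff set per campaign, cut at about 30% in these data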;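 further: 0% = DMSO wells and 100% = unlabeled Bim-BH3 peptide competitor; inhibitors lower millipolarization by displacing the labeled peptide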
# Target sequence (Q07817 whole entry, looked up): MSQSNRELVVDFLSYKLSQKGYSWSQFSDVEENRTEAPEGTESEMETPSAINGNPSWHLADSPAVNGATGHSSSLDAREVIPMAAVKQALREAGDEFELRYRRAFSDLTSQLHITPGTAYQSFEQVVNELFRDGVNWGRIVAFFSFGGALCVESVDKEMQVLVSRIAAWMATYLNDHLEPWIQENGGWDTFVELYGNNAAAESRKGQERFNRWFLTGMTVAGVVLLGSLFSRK
# MEX-5 binding = C. elegans MEX-5 TCR-2 RNA binding activity; 0.38% of 300,000 active; Q9XUB2; AID 1832; activity score (negative = inhibition of binding), % at 10 µM; MEX-5/FITC-TCR2 RNA binding, fluorescence polarization; stronger effect = lower value;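 active means inhibition past about -25% in most replicates, and total fluorescence under double the plate's negative control median, limit read from the data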;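 further: 0% = DMSO and -100% = 5 µM competing unlabeled TCR2 RNA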
# GSTO1 counter = GSTO1 inhibition, counter-screen for RBBP9 inhibitors; P78417; recombinant GSTO1, activity-based probe fluorescence polarization; inhibition, % at 5.96 µM; 1.1% of 300,000 active;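 active means inhibition above the campaign mean inhibition plus 3 SD, cut at about 35% in these data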;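 further: 0% = GSTO1-1 with DMSO and 100% = wells lacking GSTO1-1 enzyme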
# Target sequence (P78417 whole entry, looked up): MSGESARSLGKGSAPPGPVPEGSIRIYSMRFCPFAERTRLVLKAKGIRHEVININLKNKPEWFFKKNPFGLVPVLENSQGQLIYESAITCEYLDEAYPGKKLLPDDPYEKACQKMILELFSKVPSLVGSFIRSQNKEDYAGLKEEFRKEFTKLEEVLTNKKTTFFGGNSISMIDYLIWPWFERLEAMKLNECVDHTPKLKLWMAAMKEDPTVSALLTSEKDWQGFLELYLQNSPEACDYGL
# MCL1-BIM inh = MCL1-BIM-BH3 interaction inhibition (human); GST-MCL1 / FITC-Bim-BH3 fluorescence polarization; Q07820; inhibition, % at 10.9 µM; 0.68% of 320,000 active;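 active means inhibition above the mean inhibition of all tested compounds plus 3 SD, set per campaign, cut at about 40% in these data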;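 further: 0% = DMSO wells and 100% = unlabeled Bim-BH3 peptide control; higher means more loss of mP so more displacement of Bim peptide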
# Numbers without * were called inactive; x = not tested or not shown. Not all compounds are listed; count on the stated rates, not on these rows.
Compound	TPT1 inhibitor	MCL1-BIM inh	PAD4 FP inh	BCLXL inh	Fam108B inh	MEX-5 binding	GLD-1 RNA inh	GSTO1 counter	PME-1 inh
CCCOC1CCCN(C(=O)c2cc(COc3c(F)cccc3F)on2)C1 (configuration not stated)	-3	5	-2	2	-1	-0.1	-5	0	5
CCS(=O)(=O)N1Cc2ccccc2CC1C(=O)Nc1cccc(OC)c1 (configuration not stated)	2	-14	-18	-2	-2	2.6	0	-4	-8
C=CCc1ccc(OCCCOc2ccc(C(=O)O)cc2)c(OC)c1	-1	-13	-7	-12	-5	0.5	-7	-7	-3
Cc1nc(N)sc1N=Nc1ccc(Br)cc1	1	3	-4	1	12	0.7	6	5	25
C/C(=N\Nc1ccccc1Cl)c1ccc(-n2ccnc2)cc1	2	8	-3	11	3	2.9	-2	7	0
CC(=O)c1nc(N2C(=O)C3CC=C(C)CC3C2=O)sc1C (configuration not stated)	0	5	6	4	-1	-1.1	-4	-1	-4
Cc1nc2ccccc2n1C1CC(=O)N(Cc2ccccc2)C1=O (configuration not stated)	0	-4	-2	2	0	1.9	-1	3	-2
S=C(NCCN1CCOCC1)N/N=C/c1cccs1	-1	5	5	8	-4	0.6	0	15	-1
CC(C)(C)NC(=O)CCN(/N=C/c1ccncc1)C1=NS(=O)(=O)c2ccccc21	-3	-3	11	10	5	-4.7	1	-4	-4
Cc1ccc(-n2sc3ccccc3c2=O)cc1S(=O)(=O)N1CCCCC1	2	19	25*	16	2	1.8	9	9	2
Cc1cc(Br)ccc1SCC(=O)NNC(=O)c1ccco1	x	8	1	4	x	x	-1	x	0
O=C(O)CCC(NC(=S)Nc1ccccc1)C(=O)O (configuration not stated)	0	-3	0	-3	-2	1.9	7	5	-6
COCCN(C(=O)c1ccc(-c2ccc(Cl)cc2)o1)c1c(N)n(Cc2ccccc2)c(=O)[nH]c1=O	-1	0	1	-1	3	1.2	-2	5	-4
Cc1ccc(NC(=O)c2nc[nH]c2C(=O)N2CCN(C(=O)OC(C)(C)C)CC2)cc1	x	-3	-4	-1	x	x	6	x	-5
CC(C)c1ccccc1NC(=O)COC(=O)Cc1cccc(C(F)(F)F)c1	0	-20	-9	-14	-6	-1.3	0	-2	-8
CCOC(=O)c1c(NC(=O)CSc2nnnn2C)sc(C)c1C	-1	1	3	3	2	-2.3	9	12	6
O=c1[nH]cnc(O)c1C(c1ccc(Br)cc1)c1c(O)nc[nH]c1=O	1	4	2	2	2	2.4	-8	3	-3
COc1cc(S(=O)(=O)N2CCCC2)c(C)cc1C	2	-1	-2	-3	1	-2.4	6	-1	1
Cc1cc(-c2nn(-c3ccccc3F)cc2CN2CCN(c3ccccn3)CC2)c(C)s1	1	-3	1	6	-3	-0.9	-2	3	-1
O=c1[nH]c2ccccc2c(O)c1-c1cc2ccccc2oc1=O	0	4	-2	3	2	3.5	-1	-9	-3

# Further results
Compound	TPT1 inhibitor	MCL1-BIM inh	PAD4 FP inh	BCLXL inh	Fam108B inh	MEX-5 binding	GLD-1 RNA inh	GSTO1 counter	PME-1 inh
COc1ccccc1N1CCN(CC(=O)c2ccc3ccn(C(C)=O)c3c2)CC1	2	5	1	8	3	-0.3	4	6	0
COc1ccc2nc(SCC(=O)NCc3ccc4c(c3)OCO4)[nH]c2c1	6	-2	1	1	2	3.8	0	3	3
CCOc1ccccc1NC(=S)NCCc1ccc(F)cc1	1	1	-1	4	-4	0.7	2	3	8
COc1ccc(NC(=O)C2C3C=CC(O3)C2C(=O)NCc2cccnc2)cc1 (configuration not stated)	-4	4	-4	0	4	-2.1	1	-6	-2
O=C(COC(=O)c1ccc(Sc2ccccc2)c([N+](=O)[O-])c1)NC1CCCc2ccccc21 (configuration not stated)	0	-4	-2	-6	0	-1.0	8	0	-2
O=C(Nc1ccc(-c2nc3ccccc3s2)c(O)c1)C1=COCCO1	1	-5	-5	1	-5	2.4	4	-5	-5
COc1cccc(N(CC(=O)NC2CCCCC2)C(=O)CCC(=O)Nc2nc(C)cs2)c1	3	4	-2	5	1	-1.0	-4	-2	3
OC1(c2cccc(C(F)(F)F)c2)CCN(Cc2nc(-c3cnccn3)no2)CC1	2	-2	1	4	-5	0.4	-3	-5	3
CCNc1nc(N)c(C(=C(C#N)C#N)c2ccccc2)s1	2	1	-1	2	3	-9.6	3	-4	7
Nc1ccc(S(=O)(=O)Nc2nccc(/C=C/c3cccc(Br)c3)n2)cc1	-2	-2	0	2	2	-3.8	-2	-14	-2
CCc1cc2c(cc3c(=O)n(CC(=O)N4CCN(c5ccccn5)CC4)nc(CC)n32)s1	-2	-2	0	-4	-6	-1.6	2	4	1
O=C(O)C1CCN1C1CCCCC1 (configuration not stated)	-4	1	0	5	-3	-3.8	-5	-4	6
CCc1ccc(NC(=O)c2cc3c(C)nc4ccccc4c3o2)cc1	1	3	-2	6	-26	2.2	11	-28	-56
COC(=O)c1nn(-c2ccc3c(c2)CCN3C(C)=O)cc1O	-6	4	2	7	1	-1.3	5	3	0
O=C(N/N=C/c1ccccc1[N+](=O)[O-])c1ccc(CN2CCOCC2)cc1	0	14	0	7	0	0.6	7	-5	-3
CCCCCNC(=O)[C@@H]1CSC2c3ccccc3C(=O)N21 (some centres not stated)	0	5	-6	8	1	3.2	-13	-3	6
CCOC(=O)c1c(-c2ccc(C)cc2)csc1NC(=O)c1cccc(N2C(=O)CCC2=O)c1	-2	12	1	7	1	1.2	2	4	-6
COc1ccc(OC)c(C(=O)COC(=O)c2ccc(C)o2)c1	-1	8	3	-2	3	2.2	5	-6	7
CCN(CCO)c1ncnc2c1sc1nc(CC(C)C)c3c(c12)CC(C)(C)OC3	1	12	1	9	5	-1.1	4	15	-6
COc1cc2c(cc1OC)C(C)N(C(=O)c1ccc(C)o1)CC2 (configuration not stated)	-2	3	1	4	2	-1.4	6	5	2

# Next part.
Compound	TPT1 inhibitor	MCL1-BIM inh	PAD4 FP inh	BCLXL inh	Fam108B inh	MEX-5 binding	GLD-1 RNA inh	GSTO1 counter	PME-1 inh
CN1C(=O)[C@H]2[C@@H](/C=C/c3ccccc3)N3C(=O)CN(CCO)C(=O)[C@@]3(Cc3ccccc3)[C@H]2C1=O	1	1	-2	4	-1	0.9	-5	-4	1
CCCc1ccc(O)c(N=Cc2cc(Br)cc(OCC)c2O)c1	6	14	-5	13	6	0.6	-6	-3	12
O=C(Cc1ccc(O)cc1)NC1CCCCCC1	4	-1	2	1	4	1.9	2	6	-1
COCCCNc1nc2nonc2nc1N1CCC(C(C)N2CCOCC2)CC1 (configuration not stated)	-2	1	2	-1	4	0.7	-5	-1	2
Cc1nc2ccc(Cl)cn2c1C(=O)NN	-7	-2	0	-3	-6	0.9	-7	-2	-1
C=CCOC(=O)C1=C(C)NC(SCC(=O)Nc2ccccc2)=C(C#N)C1c1ccco1 (configuration not stated)	0	-2	-3	1	-6	-0.3	10	-2	1
CCNc1nc(NC(C)CC)nc(ON=C(C)C)n1 (configuration not stated)	-1	-2	-1	2	3	0.7	-1	3	0
COc1cc(NC(=O)C(=O)NCCN2CCNCC2)c(OC)cc1Cl	-6	4	-7	7	6	1.8	3	3	-2
COc1ccc(N=C2SC(C(=O)O)CC(=O)N2Cc2ccc(OC)c(OC)c2)cc1 (configuration not stated)	3	2	-1	3	3	-2.8	1	-2	-3
CCn1cc(CN2CCC(n3nccc3NC(=O)Cc3ccccc3)CC2)cn1	-5	4	-4	2	2	-3.4	7	1	0
NC(=O)C(=O)N/N=C/c1cccc(C(F)(F)F)c1	3	-3	-7	-1	3	0.1	5	-5	8
COc1ccc(S(=O)(=O)N2CCCCC2)cc1NC(=O)c1ccccc1	3	-2	-5	3	-2	-0.9	7	-8	-4
O=C(CCC(=O)OCc1ccc(Br)cc1)Nc1ccccc1	-3	9	1	4	0	1.4	-1	0	-5
COC(=O)c1c(NC(=O)C2SC(=NC3CCCCC3)C(C(N)=O)=C2N)sc2c1CCCC2 (configuration not stated)	2	2	-2	1	6	0.2	6	2	-1
Cc1ccc(C2C3=C(CC(C)(C)CC3=O)Nc3n[nH]c(C)c32)cc1 (configuration not stated)	-2	-3	-4	9	1	0.8	11	3	-1
CCOC(=O)C1(CCc2ccccc2)CCN(Cc2ccc(C(=O)OC)cc2)CC1	0	13	0	3	-6	0.1	1	-3	-10
S=C(Nc1ccc(Cl)cc1Cl)N1CCN(c2ccccn2)CC1	0	7	1	3	0	5.2	7	1	-10
Cc1nonc1NC(=O)CSc1nnc(-c2ccoc2C)n1C	-3	1	-1	3	1	1.7	5	-5	-1
Cn1nnnc1NCc1ccc(Cl)cc1	-4	8	-2	3	2	0.0	1	-1	-3
O=C(CN(Cc1ccc(F)cc1)C(=O)CNS(=O)(=O)c1ccc(Cl)cc1)NCC1CCCO1 (configuration not stated)	2	0	2	1	4	-2.1	3	-3	5

# (listing goes on)
Compound	TPT1 inhibitor	MCL1-BIM inh	PAD4 FP inh	BCLXL inh	Fam108B inh	MEX-5 binding	GLD-1 RNA inh	GSTO1 counter	PME-1 inh
O=C(NCc1ccncc1)C(=O)NCC1OCCCN1S(=O)(=O)c1ccccc1 (configuration not stated)	2	6	-3	1	2	3.6	-2	-3	4
O=C(Nc1ccc2c(c1)OCO2)c1ccc(N2C(=O)c3ccccc3C2=O)cc1	-4	4	-1	6	-1	0.3	10	4	-4
C=CCSc1n[nH]c2nc3c(c(=O)n12)C1(CCCC1)Cc1ccccc1-3	0	7	-5	9	7	x	-2	-5	5
CCOC(=O)N1CCN(S(=O)(=O)c2c(C(=O)N3CCCCC3)c(C)n(C)c2C)CC1	0	-2	-3	2	1	0.8	2	4	3
CCOc1ccc(N(CC(=O)Nc2ccccc2C)S(=O)(=O)c2c(C)noc2C)cc1	-3	7	-3	5	2	0.4	1	5	4
O=C(COC(=O)c1ccc(S(=O)(=O)N2CCOCC2)cc1)Nc1nc(-c2ccccc2)cs1	-8	10	-1	6	-5	-0.6	5	7	-1
CCOC(=O)c1cnc2ccc(C)cc2c1Sc1ccccc1C(=O)OC	-2	0	4	8	1	0.8	10	3	-4
CC(=O)Nc1ccc(S(=O)(=O)NCCSCc2ccco2)cc1	1	4	-6	6	2	-1.6	4	9	-4
COc1ccc(CC(=O)NNC(=O)CCc2ccccc2)cc1OC	-5	3	-1	4	1	1.3	1	16	-3
CCCNC(=O)C1(CC2CC(c3ccccc3)=NO2)CCN(C(=O)C2CCCC2)CC1 (configuration not stated)	-3	5	2	3	-1	x	2	4	2
O=C(CCN1C(=O)c2ccccc2C1=O)Nc1ccncc1	-1	4	2	7	-2	0.2	-4	6	-6
Cc1ccc(N(CC(=O)N/N=C/c2cccc(Br)c2)S(C)(=O)=O)cc1	1	-1	6	-4	1	2.7	-2	-1	-9
Cn1c(=O)c2c(nc(CN3CCN(CCO)CC3)n2CCc2ccccc2)n(C)c1=O	-4	7	1	2	2	-0.7	-4	-3	-4
N/C(=N\OS(=O)(=O)c1cc(Cl)ccc1Cl)c1ccncc1	0	-3	1	0	1	0.6	-5	2	-6
O=C(COC(=O)CSc1ccc(F)cc1)NCc1ccco1	x	5	-10	3	x	x	1	x	-5
CCNS(=O)(=O)c1ccc2c3c(cccc13)C(=O)N2	-2	3	7	5	1	3.3	9	-3	5
O=C1CC(NCc2cccs2)C(=O)N1c1ccc(Cl)cc1 (configuration not stated)	2	1	-4	8	1	0.7	0	-4	-1
O=C(COc1ccccc1[N+](=O)[O-])N/N=C/c1cccc(OC(=O)c2ccc3c(c2)OCO3)c1	-2	-1	-4	6	-21	-4.8	7	-12	-13
